STK33 inh = blocks human STK33 kinase activity; Q9BYT3; purified STK33, MBP phosphorylation, ADP-Glo luminescence; inhibition, % at 10 µM; actives 0.073% (n = 320,000); AID 2661;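 active = inhibition at or above 25%, using the most active replicate where run in duplicate; inactive = inhibition below 25%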
Target sequence (Q9BYT3 whole entry, looked up): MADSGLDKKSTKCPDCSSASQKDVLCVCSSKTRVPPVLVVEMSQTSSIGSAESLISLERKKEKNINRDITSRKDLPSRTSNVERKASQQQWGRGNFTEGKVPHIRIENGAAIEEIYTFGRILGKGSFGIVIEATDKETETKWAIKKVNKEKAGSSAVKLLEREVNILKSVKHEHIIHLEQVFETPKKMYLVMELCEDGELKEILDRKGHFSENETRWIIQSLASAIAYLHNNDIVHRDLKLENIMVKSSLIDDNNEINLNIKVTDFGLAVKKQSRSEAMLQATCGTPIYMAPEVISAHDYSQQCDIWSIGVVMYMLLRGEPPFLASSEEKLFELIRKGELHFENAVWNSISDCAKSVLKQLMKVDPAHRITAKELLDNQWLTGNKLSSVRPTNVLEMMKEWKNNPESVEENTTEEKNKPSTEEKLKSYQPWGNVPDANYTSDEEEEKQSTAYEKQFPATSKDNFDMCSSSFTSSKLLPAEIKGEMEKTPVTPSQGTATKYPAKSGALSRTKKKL
Numbers without * were called inactive. A portion of the library. The share of hits here may be higher or lower than overall.

SMILES | STK33 inh
Cc1ccc(C(C)NC(=O)COC(=O)C2=COCCO2)cc1C (stereo not drawn) | -1.1
C[C@H](CO)N1C[C@H](C)[C@@H](CN(C)C)Oc2c(NC(=O)C3CC3)cccc2C1=O | -0.4
CS(=O)(=O)c1cccc(C(=O)OCC(=O)NC(=O)Nc2ccccc2F)c1 | -1.1
COc1ccc(CC(=O)N2CCN(S(=O)(=O)c3ccc(Cl)s3)CC2)cc1 | -0.5
Cn1c(SCC(=O)NC2CCS(=O)(=O)C2)nnc1-c1ccco1 (stereo not drawn) | -2.4
COc1cccc(NC(=O)CN(C)C(=O)c2ccc3c(c2)CC(c2ccccc2)OC3=O)c1 (stereo not drawn) | -1.1
Cc1ccc(C(=O)NCC(=O)N2CCCCCCC2)cc1 | 0.0
O=C(NCc1ccccn1)c1cccc(S(=O)(=O)N2CCc3ccccc32)c1 | 0.1
COC(C)(C)[C@@H](O)COc1c2ccoc2cc2oc(=O)ccc12 | -0.6
COc1ccc(C(CNC(=O)c2ccco2)N2CCOCC2)cc1 (stereo not drawn) | -1.8
COc1ccc([N+](=O)[O-])cc1NC(=O)COC(=O)Cn1cnc2ccccc2c1=O | 4.0
COC(=O)c1cc(OC)c(OC)cc1NC(=O)CSCc1c(C)noc1C | 0.3
CS(=O)(=O)c1ccc(C(=O)NNC(=O)c2cccs2)cc1 | 0.2
Cc1cnc(C(=O)OCC(=O)Nc2ccc(OCc3ccccc3)cc2)cn1 | -2.7
CC1(C)CC2CC(C)(CN2C(=O)COC(=O)c2cncc(Br)c2)C1 (stereo not drawn) | 0.6
Cc1cccc(C(=O)OCC(=O)N2CC(C)CC(C)C2)c1C (stereo not drawn) | -0.5
O=C(NC[C@@H]1CCCO1)c1cccc2c1C(=O)c1ccc(Cl)cc1S2(=O)=O | -1.3
CN(C)S(=O)(=O)n1cnc([C@@H]2[C@H]3C(=O)OC[C@@H]3C[C@@]23N=CN(Cc2ccccc2)C3=O)c1 | -1.0
Cc1c(NC(=O)CN(C)CC(=O)Nc2ccc(F)c(F)c2F)c(=O)n(-c2ccccc2)n1C | -0.6
CCOc1ccccc1OCC(=O)Nc1ccc2[nH]c(=O)[nH]c2c1 | 2.3
CCOC(=O)C1CCCN(C(=O)COc2ccc(S(=O)(=O)N3CCOCC3)cc2)C1 (stereo not drawn) | -0.8
Cc1cc(C)c(CNC(=O)c2cc(C3CC3)nc3c2cnn3C(C)C)c(=O)[nH]1 | -0.5
O=C(COC(=O)Cn1cnc2ccccc2c1=O)Nc1ccccc1OC(F)F | -1.1
CSCCC(NC(=O)c1ccco1)C(=O)NCC(c1ccco1)N1CCCCC1 (stereo not drawn) | -0.2
CON(C)C(=O)C[C@@H]1C[C@H](OC(=O)c2ccc([N+](=O)[O-])cc2)CN1C(=O)OC(C)(C)C | -0.5
O=C(CSc1nnnn1C1CC1)N1CCN(c2cccc(Cl)c2)CC1 | 0.3
N#CCC(=O)Nc1ccc(C(=O)NCC2(N3CCOCC3)CCCCC2)cc1 | -1.5
COc1cc([N+](=O)[O-])ccc1NC(=O)COC(=O)CCOc1ccc(C)cc1 | 1.6
NC(=O)C1CCCN(CC(=O)Nc2ccccc2C(=O)NC2CC2)C1 (stereo not drawn) | -2.4
O=C(COC(=O)CNC(=O)c1ccccc1F)Nc1ncc(Cl)cc1Cl | 1.4
CC(NC(=O)CN1C(=O)NC2(CCCCCCC2)C1=O)c1ccccc1 (stereo not drawn) | -1.3
CCN(CC(=O)Nc1cc(Cl)ccc1-n1cncn1)Cc1nc2ccccc2c(=O)[nH]1 | -0.8
COc1cc(OC)cc(C(=O)NNC(=O)CCCOc2ccccc2)c1 | 0.9
O=C(OCc1cc(=O)n2ccsc2n1)c1ccccc1NCCO | 0.2
Cc1ccc(C2=CC(=O)C[C@H](c3ccc(Cl)cc3)C2)cc1 | -1.4
O=C1CN(C(=O)COC(=O)CCc2ccccc2)c2ccccc2N1 | -0.9
COCc1ccc(-c2c(-c3cc(OC)cc(OC)c3)oc(=O)c3cc(OC)c(OC)cc23)cc1 | -1.5
CC(C)Sc1nnc(SCC(=O)NCCCN2CCCC2=O)s1 | -0.7
CC1CC(C)(C)CC2(C1)NC(=O)N(CC(=O)Nc1ccc3[nH]c(=O)[nH]c3c1)C2=O (stereo not drawn) | 5.4
Cn1c(N)c(C(=O)COC(=O)CNC(=O)c2ccccc2F)c(=O)n(C)c1=O | -0.6
Cc1ccc(S(=O)(=O)Nc2cccc(C(=O)NCCN3CCOCC3)c2)cc1F | 0.8
O=C(NC1CCCC1)c1cccc(S(=O)(=O)N2CCOCC2)c1 | -1.0
Cc1cccc(C(=O)OC(C)C(=O)Nc2ccc(S(=O)(=O)Nc3ncccn3)cc2)c1C (stereo not drawn) | -1.6
Cc1ccc(NC(=O)COC(=O)CN2C(=O)NC3(CCCC3)C2=O)cc1F | -1.5
CC(=O)Nc1ccc(NC(=O)C(NS(=O)(=O)c2ccc3c(c2)OCCO3)C(C)C)cc1 (stereo not drawn) | 1.0
CC(OC(=O)c1ccc(-n2cnnn2)cc1)C(=O)Nc1ccc(F)c(F)c1F (stereo not drawn) | -1.9
COc1ccc(C(=O)COC(=O)/C=C/c2ccco2)cc1F | -1.1
COc1ccc(CN2CCN(C(=O)c3c(-c4ccccc4)noc3C)CC2)cc1F | -0.8
CC(=O)C[C@H](O)CC(=O)[C@@H]1OC(=O)CCCCCc2ccccc21 | -0.4
C[C@H](CO)N1C[C@H](C)[C@@H](CN(C)S(=O)(=O)c2cccs2)Oc2c(NS(=O)(=O)c3ccccc3)cccc2C1=O | -1.3
COc1ccc(NCC(=O)NN=C2CCS(=O)(=O)c3ccc(F)cc32)cc1 | -0.9
Cc1nnc2ccc(-c3ccc(NS(=O)(=O)c4ccccc4[N+](=O)[O-])cc3)nn12 | -1.2
Cc1ccc(S(=O)(=O)N2CCCCC2)cc1C(=O)N1C(C)CCCC1C (stereo not drawn) | 0.7
O=C(COc1cccc(Cl)c1)NCC(c1cccs1)N1CCOCC1 (stereo not drawn) | -0.6
Cc1cccc(NC(=O)CN2CCN(C(=O)c3cccc(-n4cnnn4)c3)CC2)c1C | -0.6
CC(=O)c1cccc(S(=O)(=O)Nc2c(C)nn(C)c2C)c1 | 0.8
Cc1c(C(=O)OCC(=O)N2CCN(c3ccccc3)CC2)oc2ccccc12 | 2.6
O=C(NCC(c1ccco1)N1CCCCC1)c1cc2c(s1)CCCC2 (stereo not drawn) | -0.9
Cc1cccc(NC(=O)C2CCCCN2S(=O)(=O)c2ccccc2)c1C (stereo not drawn) | -1.9
N#CCCN(C(=O)COC(=O)c1ccc(S(=O)(=O)N2CCCC2)cc1)c1cccc(Cl)c1 | -1.2

An excerpt from further up:
SMILES | STK33 inh
Cc1cccc(NC(=O)CN2CCN(C(=O)c3cccc(-n4cnnn4)c3)CC2)c1C | -0.6
CC(=O)c1cccc(S(=O)(=O)Nc2c(C)nn(C)c2C)c1 | 0.8
Cc1c(C(=O)OCC(=O)N2CCN(c3ccccc3)CC2)oc2ccccc12 | 2.6
O=C(NCC(c1ccco1)N1CCCCC1)c1cc2c(s1)CCCC2 (stereo not drawn) | -0.9
Cc1cccc(NC(=O)C2CCCCN2S(=O)(=O)c2ccccc2)c1C (stereo not drawn) | -1.9
N#CCCN(C(=O)COC(=O)c1ccc(S(=O)(=O)N2CCCC2)cc1)c1cccc(Cl)c1 | -1.2

Quoted at random: five records from the list
SMILES | STK33 inh
N#CCCN(C(=O)COC(=O)c1ccc(S(=O)(=O)N2CCCC2)cc1)c1cccc(Cl)c1 | -1.2
Cc1nnc2ccc(-c3ccc(NS(=O)(=O)c4ccccc4[N+](=O)[O-])cc3)nn12 | -1.2
Cc1cccc(NC(=O)CN2CCN(C(=O)c3cccc(-n4cnnn4)c3)CC2)c1C | -0.6
Cc1c(C(=O)OCC(=O)N2CCN(c3ccccc3)CC2)oc2ccccc12 | 2.6
Cc1ccc(S(=O)(=O)Nc2cccc(C(=O)NCCN3CCOCC3)c2)cc1F | 0.8

(further entries)
SMILES | STK33 inh
Cc1ccc(CN2CC(=O)N3[C@H]4c5cc(C)ccc5OC[C@@H]4[C@H](c4ccccc4)[C@]3(C)C2=O)cc1 | -0.5
CC1CN(S(=O)(=O)c2cccc(C(=O)Nc3cc(Cl)ccc3N3CCOCC3)c2)CC(C)O1 (stereo not drawn) | 0.3
O=C(COC(=O)Cc1ccccc1F)NCc1ccc(Cl)cc1 | 0.2
Cc1ccc(Cl)c(NC(=O)CSc2n[nH]c(=O)n2C2CC2)c1Cl | 1.0
CN1CCN(NC(=O)c2c(-c3ccccc3)sc3ccccc23)CC1 | -0.6
O=C(COc1ccc(Cl)cc1)NNC(=O)c1ccncc1 | 0.2
CC1CN(C(=O)c2cc(S(=O)(=O)N3CCCCC3)ccc2Cl)CC(C)O1 (stereo not drawn) | 0.1
Cc1csc(SC(C)C(=O)Nc2ccc(F)cc2Cl)n1 (stereo not drawn) | -0.8
COc1ccc(CN(C)c2ccc(S(=O)(=O)N3CCN(C)CC3)cc2[N+](=O)[O-])cc1OC | 0.1
CC(C)N(Cc1ccccc1)C(=O)CN1c2cccc3cccc(c23)S1(=O)=O | 0.2
C[C@H](CO)N1C[C@H](C)[C@@H](CN(C)Cc2ccc(Cl)c(Cl)c2)Oc2c(NS(=O)(=O)c3ccc(F)cc3)cccc2C1=O | 0.3
O=C(COC(=O)Cc1ccc(S(=O)(=O)N2CCOCC2)s1)Nc1ccccc1Cl | 0.1
Cc1noc(C)c1NC(=O)Nc1cccc2c1O[C@H](CN(C)S(=O)(=O)c1ccc(F)cc1)[C@@H](C)CN([C@H](C)CO)C2=O | -0.4
Cn1nc(C(=O)NCc2cccc(F)c2)cc1C(=O)NCc1cccc(F)c1 | -0.8
NS(=O)(=O)c1ccc(NNC(=O)c2ccc(Br)o2)c([N+](=O)[O-])c1 | 1.4
COc1ccc([C@@H]2CC=C(C(=O)O)[C@H](c3ccc(Br)cc3)N2S(=O)(=O)c2ccc(C)cc2)cc1OC | -0.4
CCCCn1c(N)c(N(C)C(=O)c2cc3c(s2)CCCCC3)c(=O)[nH]c1=O | 0.1
COc1ccccc1CN(C)C(=O)CSc1nnc(C2CC2)n1C1CC1 | 0.8
COc1ccc(-c2sc3cc(OC)c(OC)cc3c2-c2ccc(O)cc2)cc1 | -0.4
C#CCOCCOCCOCCNc1nc(N2CCN(C(=O)[C@H](CCCCN)n3cc([C@@H](N)[C@H](C)CC)nn3)CC2)nc(N2CCN(C(=O)[C@H](CCC(=O)O)n3cc([C@@H](N)CCSC)nn3)CC2)n1 | 0.4
O=C(C[C@H]1C/C=C\C[C@H](NC(=O)OCC2c3ccccc3-c3ccccc32)C(=O)OC[C@@H]2CCCN2C1=O)NCCO | 0.0
CCCCn1c(N)c(N(CC(C)C)C(=O)C2CCC2)c(=O)[nH]c1=O | -1.7
CCc1cccc(NC(=O)CN(C)C2=NS(=O)(=O)c3ccccc32)c1 | -0.6
Cc1ccc(NC(=O)c2cc(=O)[nH]c3ccc(S(=O)(=O)N4CCOCC4)cc23)cc1 | 0.5
Cc1ccc(CN2CC(=O)N3[C@H]4c5cc(Cl)ccc5OC[C@@H]4[C@H](c4ccccc4)[C@]3(C)C2=O)cc1 | -0.3
COc1ccc(NS(=O)(=O)c2cc(NC(=O)C3=NN(c4ccccc4)C(=O)CC3)ccc2OC)cc1 | 1.6
Cc1cc(NS(=O)(=O)c2ccc(NC(=O)c3ccc([N+](=O)[O-])s3)cc2)nc(C)n1 | 0.9
CCN(CC)CCNC(=O)c1ccc(NC(=O)C2CC(=O)N(CCc3ccc(OC)c(OC)c3)C2)cc1 (stereo not drawn) | -0.1
O=C(COC(=O)c1ccc(S(=O)(=O)N2CCCCC2)cc1)Nc1ccccc1 | -1.4
Cc1ccc(C)c(C(=O)CN2C(=O)NC3(CCc4ccccc43)C2=O)c1 (stereo not drawn) | -0.6
CCC(C)c1ccc(NC(=O)COC(=O)C2CCCC2)cc1 (stereo not drawn) | -0.5
C=CC[C@H](CC(=O)N[C@H](CO)Cc1ccccc1)C(=O)N[C@@H](COC(=O)[C@H](CC=C)CC(=O)OC(C)(C)C)Cc1c[nH]c2ccccc12 | -0.7
CN(CC(=O)Nc1ccc(F)c(F)c1F)C(=O)CCCc1nc2ccccc2c(=O)[nH]1 | -1.0
COc1ccc([C@H]2CC(=O)C=C(c3ccc(-c4ccccc4)c(F)c3)C2)cc1 | -1.0
Cc1cc(C(=O)O)cc(S(=O)(=O)Nc2c(C)nn(C)c2C)c1C | -0.7
Cc1ccccc1NC(=O)Cc1nc(COC(=O)Cc2c(F)cccc2Cl)cs1 | 0.2
O=C1CCCN1C(=O)CSc1nnnn1-c1cccc(F)c1 | -0.7
O=C(CN1CCN(C(=O)C2CCC2)CC1)Nc1ccc(F)cc1 | -1.1
O=C(COC(=O)c1cc(Br)ccc1O)NC12CC3CC(CC(C3)C1)C2 | -1.8
Cc1ccsc1CN(C)C(=O)c1cc(S(=O)(=O)N2CCOCC2)ccc1N1CCCC1 | -0.4
COCCN(Cc1ccccc1)C(=O)c1ccc2c(c1)NC(=O)CS2 | 0.6
Cc1sc2nc(CN3CCOCC3)nc(N3CCN(S(=O)(=O)c4ccccc4)CC3)c2c1C | -1.5
CC(=O)c1cccc(NC(=O)C2=CN3CCS(=O)(=O)N=C3C=C2)c1 | -0.4
O=C(CC1C[C@H](C(=O)N2CCOCC2)[C@@]2(CCC3CCCC3)c3[nH]c4ccccc4c3CCN2C1=O)NCc1ccco1 (stereo partly drawn) | 1.4
CC1CCCC(NC(=O)Cn2cc([N+](=O)[O-])ccc2=O)C1C (stereo not drawn) | 1.0
CCCCN1C(=N)N([C@@H](CCC)CN2CCC[C@H]2CN2C(N)=NC[C@@H]2Cc2ccccc2)C[C@H]1[C@H](C)CC | 2.0
CN(C(=O)c1ccc(NC(=O)Cc2ccc(NC(=O)C3CCN(C(=O)C4CCCC4)CC3)cc2)cc1)C1CC1 | -0.9
O=C(COC(=O)c1ccc(Br)o1)NCc1ccc(Cl)cc1 | 0.2

High-throughput results deposited in PubChem by Broad Institute.
